Bioassay records deposited in PubChem by NCI.
sgs1 mgt1: NCI yeast anticancer drug screen, S. cerevisiae sgs1 mgt1 strain; growth inhibition, % at 50 µM; 78,000 compounds, 10% hits;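 also: 0% = growth of vehicle-only cultures of the same strain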
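Growth of a repair-deficient yeast mutant was monitored after compound treatment and expressed as inhibition relative to vehicle-treated cultures.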
mec2-1: NCI yeast anticancer drug screen, S. cerevisiae mec2-1 strain; growth inhibition, % at 50 µM; AID 157, 2004; 79,000 compounds, 9% hits;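 also: 0% = growth of vehicle-only cultures of the same strain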
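Compounds were applied to mec2-1 yeast cells. Their growth was then compared with that of vehicle-treated cultures to give growth inhibition.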
mlh1 rad18: NCI yeast anticancer drug screen, S. cerevisiae mlh1 rad18 strain; 79,000 compounds, 11% hits; % growth inhibition at 50 µM; AID 175, 2004;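 also: 0% = growth of vehicle-only cultures of the same strain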
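Read-out is yeast growth inhibition, calculated against vehicle-only controls. The compound was applied to a strain engineered with DNA damage repair alterations.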
rad50: NCI yeast anticancer drug screen, S. cerevisiae rad50 strain; growth inhibition, % at 50 µM; 79,000 compounds, 10% hits;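 also: 0% = growth of vehicle-only cultures of the same strain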
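A DNA repair-deficient yeast mutant serves as the test organism; compound-induced growth inhibition is calculated against vehicle-treated cells.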
yeast cln2 rad14: NCI yeast anticancer drug screen, S. cerevisiae cln2 rad14 strain | AID 165, 2004 | 78,000 compounds, 8.3% hits | growth inhibition, % at 50 µM;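 also: 0% = growth of vehicle-only cultures of the same strain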
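Growth of compound-exposed yeast (cln2 rad14 genotype) measured and expressed as inhibition relative to vehicle.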
bub3: NCI yeast anticancer drug screen, S. cerevisiae bub3 mutant strain. growth inhibition, % at 50 µM. 78,000 compounds, 9.9% hits. AID 167, 2004;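 also: 0% = growth of vehicle-only cultures of the same strain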
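Mutant yeast screening strain plus compound; vehicle-treated cultures serve as the 0% inhibition reference.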
Numbers without * were called inactive. Rule as the data show it: active = growth inhibition above about 70%; inactive = the rest.

Codes: A = sgs1 mgt1; B = mec2-1; C = mlh1 rad18; D = rad50; E = yeast cln2 rad14; F = bub3
#1 COC(=O)C1=CON2C3CC4CC(C3)CC(C4)C12C (centres undefined)
  A: -9 | B: -31 | C: -6 | D: -2 | E: -14 | F: -18

#2 O=C(Nc1cccc(C(F)(F)F)c1)C(Cl)=C(Cl)Cl
  A: 99* | B: 99* | C: 99* | D: 98* | E: 98* | F: 98*

#3 NNC(=O)c1cccc(F)n1
  A: -3 | B: -1 | C: 20 | D: 3 | E: 13 | F: -1

#4 COc1ccc(C(C)=O)c(O)c1OC
  A: 9 | B: 5 | C: 3 | D: -3 | E: -3 | F: -3

#5 Cc1ccc(S(=O)(=O)NC(=O)OC23COCN2COC3)cc1
  A: 0 | B: 9 | C: 16 | D: 5 | E: 11 | F: -15

#6 CCOC(=O)c1cnc(SC)nc1N
  A: -8 | B: -8 | C: -4 | D: 9 | E: -2 | F: 9

#7 C[C@H]1/C(=C/C(=O)OCCN(C)C)CC[C@H]2[C@H]1C(=O)C[C@H]1C(C)(C)[C@@H](O)CC[C@]21C
  A: -1 | B: -2 | C: -34 | D: 1 | E: 14 | F: 16

#8 CC(=O)C1=CN(Cc2ccccc2)C(O)CC1C(N)=O (centres undefined)
  A: 5 | B: -13 | C: 1 | D: 8 | E: 11 | F: 16

#9 CCc1nc(N)nc(N)c1-c1ccc(NCCCCCCCCCCCCN)c([N+](=O)[O-])c1
  A: 40 | B: 99* | C: 99* | D: 94* | E: 87* | F: 98*

#10 Cc1ccc(C(C(=O)O)c2ccc(C)cc2)cc1
  A: 45 | B: 2 | C: 29 | D: 46 | E: 27 | F: 22

Along the list, as entered above.
mec2-1, entries 3–10: -1, 5, 9, -8, -2, -13, 99*, 2

The listing picks up with the four entries that preceded the break.
Codes: A = sgs1 mgt1; B = mec2-1; C = mlh1 rad18; D = rad50; E = yeast cln2 rad14; F = bub3
#7 C[C@H]1/C(=C/C(=O)OCCN(C)C)CC[C@H]2[C@H]1C(=O)C[C@H]1C(C)(C)[C@@H](O)CC[C@]21C
  A: -1 | B: -2 | C: -34 | D: 1 | E: 14 | F: 16

#8 CC(=O)C1=CN(Cc2ccccc2)C(O)CC1C(N)=O (centres undefined)
  A: 5 | B: -13 | C: 1 | D: 8 | E: 11 | F: 16

#9 CCc1nc(N)nc(N)c1-c1ccc(NCCCCCCCCCCCCN)c([N+](=O)[O-])c1
  A: 40 | B: 99* | C: 99* | D: 94* | E: 87* | F: 98*

#10 Cc1ccc(C(C(=O)O)c2ccc(C)cc2)cc1
  A: 45 | B: 2 | C: 29 | D: 46 | E: 27 | F: 22

#11 O=C(c1ccc(Cl)cc1)N1CCC(CCCc2ccccc2)CC1
  A: -4 | B: 3 | C: -3 | D: -2 | E: 5 | F: 13

#12 COC(=O)C1(C)C(=O)NC(=O)CC1C (centres undefined)
  A: 1 | B: 0 | C: -3 | D: 10 | E: -30 | F: -2

#13 Cc1cccc(C2=N/C(=C\c3ccc(N(C)C)cc3)C(=O)O2)c1
  A: 8 | B: 6 | C: -6 | D: 20 | E: 18 | F: 3

#14 Nc1ccc(S(=O)(=O)c2ccc(N=[N+]([O-])c3ccc(S(=O)(=O)c4ccc(N)cc4)cc3)cc2)cc1
  A: -4 | B: -7 | C: -20 | D: 2 | E: -33 | F: 5

#15 OCCCCCCCCCl
  A: 45 | B: 22 | C: 14 | D: 36 | E: 36 | F: -25

#16 CC(C)CCC[C@@H](C)[C@H]1CC[C@H]2[C@@H]3CC=C4C[C@@H](Cl)CC[C@]4(C)[C@H]3CC[C@]12C
  A: -20 | B: -14 | C: 0 | D: -4 | E: -3 | F: -9

#17 c1ccc2c(CCNC3=NCCO3)cccc2c1
  A: -11 | B: -17 | C: 1 | D: -11 | E: -8 | F: -2

#18 Oc1cc2c(cc1C(Nc1ncccn1)c1ccc(F)cc1)OCO2 (centres undefined)
  A: 80* | B: 16 | C: 44 | D: 18 | E: -12 | F: 44

#19 CCOC(=O)C12CCCC1(O)N(NC(=O)c1ccccc1)C(C)=C2C(=O)OC (centres undefined)
  A: 6 | B: 22 | C: -10 | D: 11 | E: -57 | F: 3

#20 CCOC(=O)CSc1ncnc2nc[nH]c12
  A: -6 | B: -9 | C: 10 | D: 31 | E: 6 | F: 17

#21 O=C(OCc1ccccc1CN1CCOCC1)c1ccccc1
  A: 10 | B: 16 | C: 8 | D: 3 | E: -12 | F: -16

#22 CNC(=O)OCc1c(COC(=O)NC)c(-c2ccc(Cl)cc2)n2c1CCC2
  A: 58 | B: 45 | C: 74* | D: 56 | E: 84* | F: 23

#23 c1ccc(COC(c2ccccc2)(c2ccccc2)c2ccccc2)cc1
  A: 10 | B: -2 | C: 28 | D: 0 | E: -9 | F: -1

#24 C=CC(C)(C)c1c2c(c(O)c3c(=O)c4ccc(O)c(O)c4oc13)C=CC(C)(C)O2
  A: 3 | B: -12 | C: -4 | D: -12 | E: -5 | F: -8

#25 COc1cc(C(=O)Nc2ccc(N3CCCCC3)cc2)cc(OC)c1OC
  A: 38 | B: 9 | C: 36 | D: 25 | E: -16 | F: 15

#26 Cc1ccc(S(=O)(=O)N(C)C)cc1NC1=NCCO1
  A: 8 | B: 6 | C: -3 | D: -3 | E: -40 | F: -1

#27 CCCCN=NNc1cn(C2OC(CO)C(O)C2O)c(=O)[nH]c1=O (centres undefined)
  A: 5 | B: 1 | C: 22 | D: -22 | E: 13 | F: 11

#28 CCOC(=O)C1C(C)NC(C)C(C(=O)OCC)C1c1ccccc1Cl (centres undefined)
  A: 6 | B: 6 | C: 10 | D: 11 | E: 4 | F: 3

#29 Cc1cc(C(=O)CSC(=S)SC(C)(C)C)ccc1Cl
  A: -6 | B: -30 | C: -5 | D: 9 | E: 4 | F: -18

#30 Cc1ccc2cccc(OC(=O)c3cccnc3Oc3ccccc3)c2n1
  A: -2 | B: -27 | C: -6 | D: -4 | E: 3 | F: -16

#31 O=C1/C(=C/c2cccc(O)c2)SC(=S)N1/C=C\c1nc2ccccc2[nH]c1=O
  A: 4 | B: 5 | C: 0 | D: 10 | E: 33 | F: -4

#32 CCOC(=O)C(=Cc1ccc(Oc2ccccc2)cc1)C(=O)OCC
  A: 22 | B: -6 | C: 7 | D: 39 | E: 25 | F: 6

#33 COCCCNC1=C(C#N)C(=O)NC2(CCCC2)S1
  A: -18 | B: -36 | C: -17 | D: -36 | E: -3 | F: -31

#34 CCOC(=N)C(O)c1ccccc1 (centres undefined)
  A: 2 | B: 11 | C: -21 | D: 7 | E: 29 | F: 8

#35 CCN(CC)Cc1ccccn1
  A: -13 | B: -32 | C: -16 | D: 4 | E: 16 | F: 4

#36 Cc1ccc(S(=O)(=O)Nc2ccccc2-c2nc3c(Cl)ccc(Cl)c3c(=O)o2)cc1
  A: 42 | B: 0 | C: 11 | D: 34 | E: -10 | F: -5

#37 NS(=O)(=O)C1CCCCC1C(=O)NNC(=O)C(=O)Nc1nc(=S)[nH][nH]1 (centres undefined)
  A: 1 | B: 6 | C: -7 | D: 8 | E: 19 | F: -4

#38 CSc1ccc(OC(=O)Nc2cc([N+](=O)[O-])ccc2F)cc1C
  A: 16 | B: 11 | C: 17 | D: 17 | E: 12 | F: 29

#39 CC(C)C(O)C=O (centres undefined)
  A: -3 | B: 9 | C: -4 | D: -6 | E: -63 | F: -13

#40 Cc1nc2ccc(Cl)cc2c(=O)[nH]1
  A: -9 | B: -6 | C: 1 | D: -6 | E: -57 | F: -16

#41 CCCCCCCCCCCCCCCCCCNC(=O)Nc1ccccc1
  A: -3 | B: 7 | C: 15 | D: 3 | E: -8 | F: -4

#42 CCN(CC)CC(O)CNc1cc(C)nc(/N=C(\N)Nc2ccc(Cl)c(Cl)c2)n1 (centres undefined)
  A: 87* | B: 57 | C: 81* | D: 89* | E: 32 | F: 34

#43 O=C(O)C(CS)NC1CC(=O)N(Cc2ccccc2)C1=O (centres undefined)
  A: 19 | B: 10 | C: -8 | D: 2 | E: -19 | F: -2

#44 CCN(C(=O)O)c1ccc(/C=C/c2ccnc3ccccc23)cc1
  A: 40 | B: -18 | C: 29 | D: 2 | E: 0 | F: 23

#45 C(=C\c1cc(CCc2nc3ccccc3[nH]2)[nH]n1)/c1ccccc1
  A: -12 | B: -16 | C: -15 | D: -4 | E: 23 | F: -4

#46 COC(OC)c1cccc2c1C(=O)CCC1(O)c3ccccc3C1C2 (centres undefined)
  A: -39 | B: -7 | C: -31 | D: -9 | E: 0 | F: -30

#47 CCC(O)CC1OC2(CCC1C)CC1OC(=O)/C=C\C(C)(O)C(O)C(C)C(O)C(OC3CC(OC)C(O)C(C)O3)C(O)C(C)(O)CCC/C=C/C3CC(C)COC3(O)CC(O2)C1C (centres undefined)
  A: 3 | B: -30 | C: 0 | D: 1 | E: -1 | F: -8

#48 COc1cc(/C=C2/C(=O)N(c3ccccc3)N=C2C)cc(OC)c1OC
  A: 24 | B: -3 | C: 18 | D: 13 | E: 2 | F: 12

#49 Nc1cc(=O)n(-c2ccccc2)[nH]1
  A: -7 | B: -11 | C: 22 | D: -2 | E: -20 | F: -28

#50 O=[N+]([O-])c1ccc2cc[nH]c2c1
  A: 17 | B: -11 | C: 14 | D: 27 | E: 19 | F: 12

#51 C/C(=N\OC(=O)c1c(-c2c(Cl)cccc2Cl)noc1C)c1ccccc1O
  A: -2 | B: -23 | C: -5 | D: 2 | E: 12 | F: -22

#52 CCOc1c2ccsc2c(OCC)c2ccsc12
  A: -10 | B: -26 | C: -36 | D: -15 | E: 6 | F: -5

#53 CO/C(=N\N=C\c1cccc(C(F)(F)F)c1)c1ccncc1
  A: -2 | B: 6 | C: 12 | D: 27 | E: -6 | F: 5

#54 NNC(=O)CCn1[nH]c(=O)c(Cl)c(Cl)c1=O
  A: 20 | B: 12 | C: 11 | D: 14 | E: 13 | F: 17

#55 N=C(N)Cc1ccc(NC(=O)c2ccc(C(=O)Nc3ccc(CC(=N)N)cc3)cc2)cc1
  A: 78* | B: 34 | C: 28 | D: 21 | E: 15 | F: 56

#56 CC(=O)OC1c2ccccc2Cc2ccccc21
  A: 4 | B: 26 | C: 13 | D: 22 | E: 17 | F: 19

#57 Cc1ccc2c(c1)C1=C(CCC(C)C1)C2(C)C (centres undefined)
  A: -2 | B: -1 | C: -7 | D: 2 | E: -17 | F: 0

#58 CCOC(=O)C(C)(C)Oc1ccc(/C=C/C(=O)c2ccc(Cl)cc2)cc1
  A: -29 | B: -12 | C: -27 | D: -17 | E: -19 | F: -37

#59 CCOC(=O)C1=NNCC1c1cccc(Cl)c1 (centres undefined)
  A: -4 | B: -8 | C: -6 | D: 12 | E: -38 | F: -13

#60 CSC(=NC(=O)c1ccccc1Cl)SCCSC(=NC(=O)c1ccccc1Cl)SC
  A: -39 | B: -19 | C: -27 | D: -27 | E: 9 | F: -3

Next part.
Codes: A = sgs1 mgt1; B = mec2-1; C = mlh1 rad18; D = rad50; E = yeast cln2 rad14; F = bub3
#61 Cc1c(-c2coc(-c3ccccc3)n2)c(=O)n(-c2ccccc2)n1C
  A: 1 | B: -1 | C: 19 | D: 9 | E: 12 | F: 15

#62 C#CCC1(C(=O)OCC)C(=O)c2ccccc2N(C)C1=O (centres undefined)
  A: 31 | B: 2 | C: 7 | D: 17 | E: 11 | F: 14

#63 NC(=O)c1sc(N2CCCC2)nc1N
  A: 22 | B: 24 | C: 9 | D: 13 | E: 1 | F: 10

#64 CCN(CC)CC1CCCCCCCCCCC1=O (centres undefined)
  A: -33 | B: -18 | C: -29 | D: -30 | E: 17 | F: -44

#65 COc1ccc(-c2cnnn2Cc2ccco2)cc1
  A: 0 | B: -2 | C: 16 | D: -2 | E: -26 | F: 3

#66 CC1(C)c2ccccc2N2O[C@@H]3C(=O)N(c4ccccc4)C(=O)[C@@H]3C21c1ccccc1 (some centres undefined)
  A: 51 | B: 42 | C: 50 | D: 51 | E: 46 | F: 68

#67 O=C(COCC(=O)N/N=C/c1cccc([N+](=O)[O-])c1)N/N=C/c1cccc([N+](=O)[O-])c1
  A: 4 | B: -1 | C: 26 | D: 2 | E: 2 | F: -3

Just sgs1 mgt1 and mec2-1 (4 entries from above):
no. | structure | sgs1 mgt1 | mec2-1
65 | COc1ccc(-c2cnnn2Cc2ccco2)cc1 | 0 | -2
63 | NC(=O)c1sc(N2CCCC2)nc1N | 22 | 24
66 | CC1(C)c2ccccc2N2O[C@@H]3C(=O)N(c4ccccc4)C(=O)[C@@H]3C21c1ccccc1 (some centres undefined) | 51 | 42
61 | Cc1c(-c2coc(-c3ccccc3)n2)c(=O)n(-c2ccccc2)n1C | 1 | -1
